mIAP activ: mouse IAP activation; muIAP, CDP-Star luminescence, 30 min; hits give high values; 1 = vehicle-only enzyme signal, 0 = enzyme-free wells; activation factor at 10 µM; 0.24% of 330,000 active; AID 2805;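 active = activation factor of at least 2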; note: the source names both 10 and 20 µM as test concentration; values of inactives mirror those of a sister screen read the other way
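Assay system: mouse IAP enzyme; Reagent: CDP-Star chemiluminescent phosphatase substrate; Compound: DMSO-dissolved test compounds; Incubation: 30 min, room temperature; Technique: luminescence from enzymatic CDP-Star hydrolysis; Controls: DMSO-only wells and no-enzyme negative control.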
ATG4B inh: ATG4B (human) cysteine protease inhibition; ATG4B cleavage of LC3-PLA2, NBD-HPC fluorescence, 1 h; inhibition, % at 8.33 µM; 0.51% of 340,000 active; in the data active = inhibition above about 40%
Target sequence (Q9Y4P1 whole entry, looked up): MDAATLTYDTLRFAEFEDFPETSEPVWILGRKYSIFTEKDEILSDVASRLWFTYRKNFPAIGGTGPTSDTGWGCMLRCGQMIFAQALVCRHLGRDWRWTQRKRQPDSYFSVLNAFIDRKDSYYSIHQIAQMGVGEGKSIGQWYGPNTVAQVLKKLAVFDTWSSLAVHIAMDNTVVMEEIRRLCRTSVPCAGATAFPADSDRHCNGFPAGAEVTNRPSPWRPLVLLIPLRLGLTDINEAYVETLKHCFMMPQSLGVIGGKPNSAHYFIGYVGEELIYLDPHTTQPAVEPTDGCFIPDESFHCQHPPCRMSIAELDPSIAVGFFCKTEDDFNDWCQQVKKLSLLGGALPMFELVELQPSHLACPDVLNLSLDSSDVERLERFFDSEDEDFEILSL
A3A deaminase: human APOBEC3A DNA deaminase inhibition | recombinant A3A, FAM/TAMRA ssDNA deamination fluorescence | inhibition, % at 20 µM | 0.41% of 330,000 active | AID 493011;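 active = at least 40% inhibition at 20 µM here, with at most 30% in a related deaminase screen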;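 note: plate controls were A3A with DMSO for no effect and wells lacking A3A enzyme for full effect; some results filed as inactive read as strong as hits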
PfG6PD inh: PfG6PD (Plasmodium falciparum) enzyme inhibition; PfGluPho enzyme, NADPH resazurin-diaphorase fluorescence; inhibition, % at 20 µM; 0.78% of 350,000 active;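 active = inhibition reaching at least a set limit at 20 µM in the primary screen, cut at about 59% in these data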;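 note: 0% = DMSO wells with substrate and 100% = DMSO wells lacking glucose-6-phosphate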
hIAP activ: increases human intestinal alkaline phosphatase activity; 0.16% of 330,000 active; activation factor at 10 µM; purified human IAP, CDP-Star luminescence, 30 min; hits give high values; 1 = vehicle-only enzyme, 0 = enzyme-free background; AID 2524;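 active = activation factor of the enzyme at least 2-fold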; note: the source names both 10 and 20 µM as test concentration; values of inactives mirror those of a sister screen read the other way
Target sequence (P09923 whole entry, looked up): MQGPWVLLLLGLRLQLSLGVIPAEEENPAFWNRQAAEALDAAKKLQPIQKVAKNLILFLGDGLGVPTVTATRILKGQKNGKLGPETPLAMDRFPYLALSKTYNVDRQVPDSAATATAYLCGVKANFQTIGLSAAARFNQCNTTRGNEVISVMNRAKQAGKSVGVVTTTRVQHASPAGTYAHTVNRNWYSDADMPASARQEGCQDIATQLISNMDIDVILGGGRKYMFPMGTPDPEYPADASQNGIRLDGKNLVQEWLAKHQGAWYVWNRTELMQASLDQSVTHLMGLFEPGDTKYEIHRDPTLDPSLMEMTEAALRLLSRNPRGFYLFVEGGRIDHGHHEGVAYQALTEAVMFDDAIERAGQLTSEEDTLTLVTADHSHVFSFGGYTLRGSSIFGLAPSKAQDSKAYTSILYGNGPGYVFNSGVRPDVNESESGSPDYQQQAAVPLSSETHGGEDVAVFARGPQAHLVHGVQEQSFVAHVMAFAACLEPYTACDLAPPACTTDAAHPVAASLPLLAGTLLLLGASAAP
HKDC1 inh: HKDC1 (human) hexokinase inhibition; recombinant HKDC1, G6PDH/diaphorase resazurin coupled fluorescence; inhibition, % at 20 µM; 0.16% of 340,000 active;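 active = inhibition above about 35% when tested at 20 µM, limit read from the data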;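 note: plate controls were DMSO wells with enzyme for no effect and DMSO wells lacking enzyme for full effect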
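Assay system: recombinant HKDC1 hexokinase; detection: coupled resazurin fluorescence, excitation 525 nm, emission 613 nm; benchmarks: DMSO-plus-enzyme-mix negative control, buffer-substituted positive control; compound dosing: single 20 µM dose; schedule: 90 min at room temperature in dark; also added: glucose plus 1 mM ATP as hexokinase substrates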
mIAP inh: mouse IAP inhibition; purified mouse IAP, CDP-Star luminescence, 30 min; AID 2806; 0.2% of 330,000 active; inhibition, % at 10 µM;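 active = inhibition of at least 40% at 10 µM in the primary screen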;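 note: plate controls were DMSO with enzyme for no effect and no enzyme wells for full effect; values of inactives mirror those of a sister screen read the other way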
hIAP inh: human IAP inhibition. purified IAP, CDP-Star luminescence, 30 min. inhibition, % at 10 µM. 0.12% of 330,000 active. AID 2544. P09923;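 active = inhibition reaching a set limit with compound at 10 µM in the primary screen, cut at about 35% in these data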;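 note: plate controls were DMSO wells with enzyme for no effect and no-enzyme buffer wells for full effect; values of inactives mirror those of a sister screen read the other way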
* hit, by the source's call.

SMILES	mIAP activ	ATG4B inh	A3A deaminase	PfG6PD inh	hIAP activ	HKDC1 inh	mIAP inh	hIAP inh
Cc1csc2nc(CCNS(=O)(=O)c3ccc4c(c3)OCCO4)cn12	0.98	-12	-2	2	1.1	-1	2	-8
CCCCc1ccc(S(=O)(=O)Nc2nnc(C)s2)cc1	1.1	-1	-7	-18	1	6	-10	-3
Cc1nn(CCOc2ccccc2)c(=O)n1-c1ccccc1	0.98	-5	-3	-2	1.1	-8	2	-11
Cc1ccc2c(c1)c1c3n2CCN(C(=O)CCl)C3CCC1 (stereo not given)	0.93	8	3	8	0.92	28	7	8
O=C(O)CCC(=O)NC1CCCCCCC1	1	-6	-7	-1	1	-2	-4	-4
Cc1cccc(-n2ncc3c(NCCN4CCOCC4)ncnc32)c1	0.95	-15	-2	2	1	6	5	-1
Cc1cc(/C=C2/NC(=O)NC2=O)c(C)n1-c1sc2c(c1C#N)CCCC2	0.82	-4	-18	9	1.2	5	18	-18
CCOC(=O)CSc1nc2ccccc2c(=O)n1NC(=O)c1ccccc1	0.84	2	-3	-28	0.9	-1	16	10
CNc1nc(C)c(C#N)cc1C(C)=O	0.94	5	0	-4	1.1	0	6	-8
Cc1ccc(NC(=O)CSc2nc3ncc(Cl)cc3[nH]2)c(C)c1	0.94	-3	-1	-2	1.6	5	6	-58
Cc1ccc(NC(=O)C2=CN3CCS(=O)(=O)N=C3C=C2)cc1	1	-10	-2	7	1.1	-7	-2	-7
Cc1ccc(NC(=O)CSc2ccc(C(N)=O)cc2[N+](=O)[O-])cc1	1.1	5	2	-9	1.2	7	-9	-19
CC1(C)Cc2ccccc2-c2nnc(-c3ccc4ccccc4n3)n21	0.92	10	-3	11	0.86	-3	8	14
COc1ccccc1C(=O)COC(=O)C1(C)CC1(Cl)Cl (stereo not given)	0.92	19	-4	16	1	-3	8	-4
C=CCNC(=O)NC(=O)Cn1c(=O)c2c(ncn2CC)n(Cc2ccccc2)c1=O	1	4	0	-19	0.87	0	-2	13

The list goes on; it opens with the two that closed the last part.
SMILES	mIAP activ	ATG4B inh	A3A deaminase	PfG6PD inh	hIAP activ	HKDC1 inh	mIAP inh	hIAP inh
COc1ccccc1C(=O)COC(=O)C1(C)CC1(Cl)Cl (stereo not given)	0.92	19	-4	16	1	-3	8	-4
C=CCNC(=O)NC(=O)Cn1c(=O)c2c(ncn2CC)n(Cc2ccccc2)c1=O	1	4	0	-19	0.87	0	-2	13
CCOC(=O)c1c(C(=O)OCC)c(C)n(CCc2ccc(OC)c(OC)c2)c1C	0.96	1	-2	1	1	-5	4	-1
C=CCNC(=S)N/N=C/c1cccc([N+](=O)[O-])c1	0.89	4	-7	10	0.9	12	11	10
CCc1cc(C(=O)O)c(NC(=O)/C=C/c2ccc(OC)c(OC)c2)s1	0.92	-8	8	7	0.97	-3	8	3
O=C(COc1ccccc1Cl)Nc1ccccc1C(=O)N1CCCCC1	1	-5	4	5	1.2	-4	-3	-23
CCOC(=O)CNc1nc(Oc2ccc(=O)n(C)n2)nc(N(CC)CC)n1	0.89	-8	-5	-4	0.86	-11	11	14
CCOC(=O)C(C)Sc1nnc(CNC(=O)c2ccc(OC)cc2)n1C1CCCCC1 (stereo not given)	1.1	-4	-2	-17	0.9	11	-11	10
CCOC(=O)CN1C(=O)C(=O)N(Cc2cccc(C)c2)C1=O	1.2	3	0	4	0.99	-3	-16	1
O=C(O)CCC(NC(=S)Nc1ccccc1)C(=O)O (stereo not given)	0.99	0	0	-10	1.2	-9	1	-17
COc1ccc(Cl)cc1-n1c(=S)sc2c(=O)[nH]c(SCC(=O)NCC3CCCO3)nc21 (stereo not given)	0.89	17	0	7	0.93	-9	12	7
COc1cccc(NC(=O)CN(C)C(C)C(=O)NC(C)c2ccc(Cl)cc2Cl)c1 (stereo not given)	1.1	-10	12	19	1	0	-13	-2
CCOC(=O)N1CCN(S(=O)(=O)c2cccc3cccnc23)CC1	0.94	6	-3	1	1.1	-2	6	-7
COc1cccc(/C=N/NC(=O)CNC(=O)c2ccc3c(c2)OCCO3)c1O	0.91	-7	8	-6	0.93	-19	9	7
OCC[C@@H]1C[C@H](O)[C@@H](O)[C@@]2(CCc3ccccc3O2)O1	1	12	0	3	0.96	-9	-4	4
COC(=O)c1ccccc1NC(=O)Cc1nc(-c2ccccc2)sc1-c1ccc(C)cc1	0.93	3	1	13	1.1	-3	7	-10
CC1(C)Cc2c(cnn2-c2ccccc2)C(=O)/C1=N\NC(=O)c1ccccc1O	0.99	-9	9	-14	1.1	1	1	-8
N#CCCN(C(=S)NC(=O)C1CCCCC1)c1ccccc1F	0.94	-1	-5	5	1.2	-6	6	-15
Cc1ccc(C(=O)C2CCNCC2)cc1	0.99	-4	-3	9	1.1	0	1	-12
Cc1ccc(OCCOc2ccc(S(=O)(=O)N3CCCC3)cc2C(N)=O)cc1	0.99	2	0	-18	1	3	1	-2
FC(F)(F)c1nnc2ccc(NCn3nnc4ccccc43)nn12	0.97	-1	1	-19	1.1	-1	3	-6
Cc1ccc(/C=C2\SC(=S)N(Cc3ccccc3)C2=O)o1	0.74	33	-5	16	1.1	-2	26	-11
O=C(NCCCN1CCc2ccccc2C1)C1CCN(c2nnc(-n3cccc3)s2)CC1	0.93	-7	-2	1	0.92	-1	7	8
CSc1ccccc1NC(=O)C1CC(c2c(F)cccc2Cl)=NO1 (stereo not given)	1.1	13	-2	-1	1	-5	-7	-1
COc1cccc(C(=O)NN2C(=O)C3C4C=CC(O4)C3C2=O)c1 (stereo not given)	1.1	-4	-16	-16	1.1	-4	-8	-11
O=S(=O)(NC1CCCC1)c1ccc(S(=O)(=O)N2CCCN(Cc3ccccc3)C2)cc1	0.96	-2	-3	9	1.1	4	4	-10
Cc1ccc(NC(=O)c2ccccc2)cc1	1.1	-12	6	8	0.89	0	-9	11
O=C(O)CCC(=O)N1CCN(c2nc(-c3ccccc3Cl)c3cc(Br)ccc3n2)CC1	0.89	4	-1	-16	0.93	4	11	7
Cc1cc(C)n(C(=O)CNc2ccccc2Cl)n1	0.94	4	3	3	0.93	-5	6	7
COc1cccc(NC(=O)CN(C)C(=O)Cc2ccc3c(c2)OCCO3)c1	0.98	2	-2	9	0.94	-3	2	6
OCc1c[nH]c(=S)n1CCOc1cccc(C(F)(F)F)c1	1	1	-4	42	1.1	-2	-1	-12
Cc1onc(-c2c(Cl)cccc2Cl)c1NC(=O)NN(C)c1ccc([N+](=O)[O-])cn1	1	0	2	-3	1.1	-2	-4	-10
CNC(=O)Cn1nc(-c2ccc(C)c(S(=O)(=O)N(C)C)c2)c2ccccc2c1=O	1	-8	0	7	0.89	-1	-2	11
COc1ccc(S(=O)(=O)NCC(c2ccco2)N2CCc3ccccc3C2)cc1 (stereo not given)	1	4	1	6	1	3	-4	0
COc1ccc(/C(C)=N/OCC(=O)Nc2nc3ccccc3s2)cc1OC	0.93	-11	3	47	0.99	23	7	1
Cc1c(C)n2c(SCC(=O)N3CCN(c4ccccc4)CC3)nnc2[nH]c1=O	1	-8	-1	10	0.98	-5	-4	2
CCn1cc(C(=O)O)c(=O)c2cnc(N3CCN(C(=S)Nc4ccccc4C(F)(F)F)CC3)nc21	1	4	-3	-4	1.1	7	-2	-12
Cc1cc(NC(=O)c2ccc(C#N)cc2)on1	0.94	9	3	-2	1.1	-5	6	-5
C[C@H](CO)N1C[C@H](C)[C@@H](CN(C)S(=O)(=O)c2ccc(F)cc2)Oc2ccc(NC(=O)C3CCCCC3)cc2C1=O	1.2	-1	-1	1	1.1	2	-16	-8
Nc1nonc1-n1nnc(C(=O)N/N=C/c2ccccc2)c1CSc1ccccc1	1	-15	-4	14	1	-3	0	-1
Cc1cc(C)nc(SCc2ccccc2C#N)n1	0.95	4	-1	3	1.1	5	4	-7
O=C(CCCSc1nc2ccccc2[nH]1)Nc1ccccc1	1	-3	2	47	0.94	-4	-2	6
COc1cccc2cc(C(=O)Nc3ccccc3Cl)/c(=N/NS(=O)(=O)c3ccccc3)oc12	0.85	3	-4	-8	0.82	-1	15	18
COC(=O)C1CCN(S(=O)(=O)CCNC(=O)c2ccc(F)cc2)CC1	0.99	-9	-2	5	0.99	-8	1	1
CCS(=O)(=O)NCCc1csc(-c2ccccc2)n1	1	-20	2	-5	0.94	-9	-4	6
O=C(Nc1ccnn1C1CCN(C2CCCCC2)CC1)c1ccccc1	0.94	-2	-3	-11	0.82	-2	6	18
C1CCc2nnc(-c3nnc4n3CCCCC4)n2CC1	0.98	-2	-1	-21	0.94	-11	2	6
CSc1cc(-c2ccc(Cl)cc2)c(C(=O)NN)s1	0.93	11	0	7	0.92	-6	7	8
COc1ccccc1OC(C)C(=O)Nc1ccc2c(c1)n(C)c(=O)n2C (stereo not given)	0.97	-7	-3	35	1.1	3	2	-6
Cc1c(C(=O)N(Cc2ccncc2)CC2CCCO2)oc2c(F)cccc12 (stereo not given)	0.94	-2	-5	-3	1.4	-5	6	-36
O=c1c2ccccc2cnn1-c1ccc2ccccc2c1	0.92	16	-1	6	0.82	2	8	18
COc1ccccc1-c1c(C)oc2cc(OC(=O)c3ccco3)ccc2c1=O	1	-5	-3	15	0.98	-7	-4	2
Cc1cc(NC(=O)c2cccc3c2C(=O)N(C2CCCCC2)C3)ccc1Br	1.1	0	-1	11	0.93	3	-9	7
CCOC(=O)C(NC(=O)NCc1cccc(C(F)(F)F)c1)(OCC)C(F)(F)F (stereo not given)	1.1	-12	-2	15	1.1	-1	-14	-6
NC1C=CC=C(C(=O)O)C1 (stereo not given)	0.95	7	-1	-13	0.94	-1	5	6
CC(=O)c1cccc(NC(=O)C(C)OC(=O)c2ccc(-n3cnnn3)cc2)c1 (stereo not given)	1	-1	-2	2	1	0	-1	-2
CC(=O)Nc1ccc(Nc2nc(C)c([N+](=O)[O-])c(Nc3ccccc3)n2)cc1	0.9	-12	0	11	0.91	-8	10	9
CSCC[C@H](N)C(=O)NCC1CCC(C(=O)Nc2ccc3c(c2)OCO3)CC1 (stereo not given in full)	0.97	-7	-3	-9	0.97	0	2	3
OC(c1ccccc1)(c1ccccc1)c1ccn[nH]1	1.1	-10	2	3	1.1	3	-12	-8
CCOC(=O)C1CCN(C(=O)COC(=O)CNC(=O)c2ccc(OC)cc2)CC1	1	-7	1	9	1	-8	-2	-2
CC1CC(C)CN(C(=O)COC(=O)c2ccc(Cl)nc2)C1 (stereo not given)	0.95	0	2	1	1.1	-4	5	-10
CC(C)CCNC(=O)c1c(CSc2ccccc2)noc1C(=O)NCc1ccccc1	0.9	2	-2	21	0.97	8	10	3

Copied from the list.
O=c1c2ccccc2cnn1-c1ccc2ccccc2c1 in HKDC1 inh has 2
COc1ccccc1OC(C)C(=O)Nc1ccc2c(c1)n(C)c(=O)n2C (stereo not given) in ATG4B inh has -7
Cc1c(C(=O)N(Cc2ccncc2)CC2CCCO2)oc2c(F)cccc12 (stereo not given) in HKDC1 inh has -5
Cc1cc(NC(=O)c2cccc3c2C(=O)N(C2CCCCC2)C3)ccc1Br in mIAP inh has -9
CSCC[C@H](N)C(=O)NCC1CCC(C(=O)Nc2ccc3c(c2)OCO3)CC1 (stereo not given in full) in mIAP activ has 0.97
OC(c1ccccc1)(c1ccccc1)c1ccn[nH]1 in hIAP activ has 1.1

More entries
SMILES	mIAP activ	ATG4B inh	A3A deaminase	PfG6PD inh	hIAP activ	HKDC1 inh	mIAP inh	hIAP inh
CN(C)c1ccc(N=Nc2ccc(S(N)(=O)=O)cc2)cc1	0.83	-1	7	20	0.74	13	17	26
CC(O)CNCCNCc1cccs1 (stereo not given)	1	0	1	2	0.96	-4	-3	4
CCc1cccc2c(C#N)cn(CC(=O)NCc3ccco3)c12	1.1	4	-4	-9	1.1	1	-6	-8
O=[N+]([O-])c1ccccc1/C=N/NC1=NCCCCC1	0.97	-10	4	-7	0.91	-7	2	9
